DRD3 agonist = D3 dopamine receptor (human) agonism. D3R DiscoveRx beta-arrestin cells, luminescence, 90 min. max activation, %. actives 0.58% (n = 410,000); in the data active = max activation above about 30%; also: 0% is about no effect; mostly tested at two doses, the higher about 12 µM
Target sequence (P35462 whole entry, looked up): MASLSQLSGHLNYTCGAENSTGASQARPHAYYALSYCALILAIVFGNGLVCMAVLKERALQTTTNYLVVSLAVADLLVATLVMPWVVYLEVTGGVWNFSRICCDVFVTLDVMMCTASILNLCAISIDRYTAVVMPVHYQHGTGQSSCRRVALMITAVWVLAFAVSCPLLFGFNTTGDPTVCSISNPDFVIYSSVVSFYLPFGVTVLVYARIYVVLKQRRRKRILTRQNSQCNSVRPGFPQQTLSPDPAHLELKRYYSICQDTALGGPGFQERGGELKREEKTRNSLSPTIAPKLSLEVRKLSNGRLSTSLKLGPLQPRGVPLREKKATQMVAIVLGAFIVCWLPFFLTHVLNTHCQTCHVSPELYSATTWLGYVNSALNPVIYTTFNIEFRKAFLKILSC
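Agonist-mode cell screen: cells plated at 1500/well and incubated overnight at 37 °C, then exposed to library compounds for 90 min at 37 °C. Detection reagent was added for 30–60 min at room temperature, and luminescence was read.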
DRD3 antagonist = antagonists of human D3 dopamine receptor; AID 652054; P35462; max response, negative = inhibition, %; D3R cells, DiscoveRx beta-arrestin luminescence, antagonist mode; stronger effect = lower value; actives 2.5% (n = 360,000); in the data active = max response below about -50%; inconclusive = no clear call, values can overlap the other calls; also: % is scaled to controls: 0 for no effect and ±100 for the full control effect; mostly tested at two doses, the higher about 12 µM
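Cells expressing the human receptor were seeded at 1500 cells/well, incubated overnight at 37 degrees C in 5% CO2, then exposed to library compounds with dopamine controls for 90 minutes at 37 degrees C before luminescent detection.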
SW480 rereplic = DNA re-replication induction in SW480 cells | SW480 DNA re-replication, Hoechst DNA content imaging, 48 h | Potency, µM (titrated, usually from 46.1 µM), inactives show top-dose re-replication activation, actives largely listed as activators | actives 1.8% (n = 340,000) | AID 624297; also: potency is read from the fitted curve at half-maximal effect; % of control where 0% means no effect; nearly all actives have a fitted effect of over 55% in size
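Image-based DNA-content assay: after two days of treatment, nuclei were labelled with the DNA dye Hoechst and imaged, and hits were compounds raising the count of nuclei showing high fluorescence intensity.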
IL1B secr inh = inhibitors of inflammasome signaling (IL-1 beta secretion); THP-1 LPS/ATP IL-1B secretion, AlphaLISA, 16 h; stronger effect = lower value; activity change, % at 57.5 µM; actives 4.7% (n = 360,000); AID 743279; in the data active = activity change below about -50%; inconclusive = mostly about -30% to -49%; also: % is scaled to controls: 0 for no effect and ±100 for the full control effect
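Secreted IL-1B measured by AlphaLISA bead assay after 16 h compound exposure of THP-1 cells; compounds (final up to 57.5 uM) added 1 h before LPS (250 ng/mL) and ATP (1.25 mM) stimulation; lower signal means less secretion.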
HT1080-NT tox = kills 2HG-producing HT-1080-NT fibrosarcoma cells; Potency, µM (series often up to 46.1 µM), without a hit: top-dose activity, negative = less viability, usual class: cytotoxic; actives 1.6% (n = 360,000); HT-1080-NT fibrosarcoma viability, CellTiter-Glo ATP luminescence, 48 h;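 also: NT is the 2HG producing partner of a matched IDH1 knockdown line; potency is read from the fitted curve at half-maximal effect; 0% = DMSO-treated cells and -100% = media-only wells without cells; nearly all actives have a fitted effect of over 55% in size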
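HT-1080-NT fibrosarcoma cells (2HG-overproducing), 750 cells/well in RPMI with 5% FBS, dosed after 2 h and incubated 48 h at 37C. CellTiter-Glo luminescence normalized to DMSO and no-cell wells; concentration-response curves fitted and classed.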
KB-3-1 tox = kills parental KB-3-1 adenocarcinoma cells | KB-3-1 viability, CellTiter-Glo ATP luminescence, 72 h | Potency, µM (series often up to 46.1 µM), without a hit: top-dose activity change, negative = cytotoxic, most hits filed as cytotoxic | actives 1.4% (n = 400,000) | AID 1347075; also: potency is read from the fitted curve at half-maximal effect; % is scaled to controls: 0 for no effect and ±100 for the full control effect; nearly all actives have a fitted effect of over 60% in size
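KB-3-1 cells, DMEM (no phenol red) + 10% FBS; compound by pin transfer, 72 h, 37 °C. Readout: CellTiter-Glo luminescence after 10 min. Data normalized, curve-fitted.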
KB-V1 MDR tox = KB-V1 MDR subline cytotoxicity. Potency, µM (doses to about 46.1 µM), without a hit: at the top dose activity change, negative = cytotoxicity, actives largely listed as cytotoxic. actives 3.4% (n = 400,000). KB-V1 MDR cells viability, CellTiter-Glo, 72 h; also: potency is read from the fitted curve at half-maximal effect; % is scaled to controls: 0 for no effect and ±100 for the full control effect; nearly all actives have a fitted effect of over 60% in size
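In this primary screen, KB-V1 cells overexpressing P-gp are incubated with library compounds (lowest to highest concentration) for 72 h at 37 degrees C before a luminescent ATP viability read.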
GLP-1R agonist = activates the human GLP-1 receptor. P43220. HEK293 GLP-1R CRE-luciferase, luminescence, 4-6 h; cells express a hypersensitive GLP-1R form. Potency, µM (series often up to 45.6 µM), for inactives: at the highest dose activation, most hits filed as activators. actives 0.007% (n = 380,000). AID 624172; also: potency is read from the fitted curve at half-maximal effect; % of control where 0% means no effect
Target sequence (P43220 whole entry, looked up): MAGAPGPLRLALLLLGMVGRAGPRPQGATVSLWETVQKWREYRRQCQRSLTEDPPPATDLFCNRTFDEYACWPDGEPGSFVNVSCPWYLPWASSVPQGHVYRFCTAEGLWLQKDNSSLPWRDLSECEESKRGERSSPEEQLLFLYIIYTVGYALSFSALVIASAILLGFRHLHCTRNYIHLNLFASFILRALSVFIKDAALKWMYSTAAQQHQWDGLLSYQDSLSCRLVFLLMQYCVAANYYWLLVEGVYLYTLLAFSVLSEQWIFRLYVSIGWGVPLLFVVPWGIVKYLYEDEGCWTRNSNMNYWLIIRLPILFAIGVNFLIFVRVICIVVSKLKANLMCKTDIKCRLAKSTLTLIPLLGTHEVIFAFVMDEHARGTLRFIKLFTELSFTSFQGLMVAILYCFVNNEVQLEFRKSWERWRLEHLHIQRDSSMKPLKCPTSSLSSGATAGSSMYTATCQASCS
HT1080 IDH1KD tx = toxicity to HT-1080 IDH1 knockdown cells (counter line); HT-1080 IDH1 knockdown viability, ATP luminescence, 48 h; Potency, µM (top dose mostly 46.1 µM), inactives show at the highest dose activity, negative = toxicity, usual class: cytotoxic; actives 2% (n = 360,000);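 also: potency is read from the fitted curve at half-maximal effect; 0% = DMSO wells and -100% = cell-free medium wells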
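Luminescent ATP read-out (CellTiter-Glo, 10 min at room temperature) after 48 h compound exposure at 37 °C gave viability of IDH1-knockdown HT-1080 cells. Activity was normalised to DMSO and cell-free wells, then fitted as concentration-response curves.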
Numbers without * were called inactive; ? = inconclusive; · = not tested or not shown; & = joins results of further samples; ! = not confirmed by another sample; [ ] = another dose, or the depositor's remark. Unless noted, calls follow the shape of the dose curve; as a rule, active = well fitted curve in the direction sought with a large enough effect; inconclusive = small, poorly fitted or top-dose-only effect, or another doubt; inactive = no such curve, though single readings can be large; an effect the other way counts as inactive or inconclusive.

| entry | canonical_smiles | DRD3 agonist | DRD3 antagonist | SW480 rereplic | IL1B secr inh | HT1080-NT tox | KB-3-1 tox | KB-V1 MDR tox | GLP-1R agonist | HT1080 IDH1KD tx |
| --- | --- | --- | --- | --- | --- | --- | --- | --- | --- | --- |
| 1 | Cc1cc(/C=C2/C(=O)NN(c3ccccc3)C2=O)c(C)n1-c1cccc(O)c1 | -13 | ? | 3% | -8 | -18% | -1% | 0% | -1% | -8% |
| 2 | Cc1cccc(C(=O)N/C(=C\c2ccco2)C(=O)N2CCCCCC2)c1 | 2 | 10 | 2% | -18 | 0% | 0% | -13% | 8% | 2% |
| 3 | COc1cc([N+](=O)[O-])ccc1NC(=O)NCCCN1CCCC1=O | -9 | -14 | -7% | -18 | 5% | 6% | 1% | 3% | 4% |
| 4 | Cc1ccc(NC(=O)c2ncn(CC(=O)NCc3ccc4c(c3)OCO4)n2)cc1C | -6 | 0 | 10% | -28 | -4% | 0% | 0% | -3% | -18% |
| 5 | Cc1nn(C)c(C)c1/C=N/O | -3 | 21 | 0% | 18 | -4% | 2% | ? | 1% | 8% |
| 6 | COc1ccc(-c2csc(NC(=O)c3ccccc3F)c2C(=O)O)cc1 | -3 | -6 | 1% | ? | -1% | ? | 0% | -4% | -16% |
| 7 | C/C(CC(=O)Nc1ccc(N(C)C)cc1)=N\NC(=O)c1ccccn1 | -6 | -27 | 1% | -15 | -5% | 9% | -9% | -18% | -2% |
| 8 | CN(C)C(=O)CCc1nc(-c2ccc(C(C)(C)C)cc2)no1 | 2 | -14 | -3% | -15 | -7% | 0% | ? | -1% | -6% |
| 9 | COC(=O)c1sc(OC)cc1OCc1ccc(C)cc1 | -4 | 14 | 0%[9.22 µM] | 8 | 13% | -1% | -2% | -9% | 11% |
| 10 | Cc1cc(C)c(C#N)c(SCc2ccccc2C)n1 | 3 | 11 | 0% | -3 | 0% | ? | ? | 3% | 9% |
| 11 | O=C(CCN1C(=O)/C(=C/c2ccccc2F)SC1=S)NCCc1ccc(O)cc1 | -2 | 3 | -17% | ? | -28% | ? | -9% | -4% | -26% |
| 12 | CCCSc1nnc(NC(=O)Nc2ccc(C)cc2)s1 | 21 | 27 | 19% | 22 | 10% | -3% | -13% | 15% | 12% |
| 13 | O=C1CC2(CCN(C(=O)c3c(F)cccc3F)CC2)Oc2ccccc21 | -20 | -11 | -3% | -8 | -5% | -4% | ? | -2% | 3% |
| 14 | CC(=O)NCc1cccc(CNC(C)=O)n1 | 14 | 27 | -9% | 4 | 9% | -1% | 3% | -11% | 3% |
| 15 | O=C(c1ccc(S(=O)(=O)Nc2ccc(F)cc2)cc1)N1CCN(c2ccccn2)CC1 | -6 | -13 | -1% | -54* | -8% | -27% | ? | 4% | -23% |
| 16 | COc1ccc(C(=O)C[n+]2cccc(Br)c2)cc1 | -16 | ? | 4% | -2 | -1% | -6%&0% | -5%&-1% | 3% | -1% |
| 17 | CC1CCCCN1CCNC(=O)C1CCCN(c2ncnc3c2nc2n3CCCCC2)C1 (stereo not drawn) | -7 | -8 | -19% | 5 | 3% | 9% | 4% | -1% | -11% |
| 18 | Cc1cccc(NC(=O)c2ccc(Cl)c(S(=O)(=O)N3CCc4ccccc43)c2)n1 | 0 | -2 | 1% | -13 | -20% | ? | -12% | -1% | ? |
| 19 | Cc1oc(-c2ccc(Cl)cc2)nc1CS(=O)CC(=O)NCCCN(C)C1CCCCC1 (stereo not drawn) | 0 | 0 | 12% | -30 | -5% | -11% | 10% | -4% | -16% |
| 20 | Fc1ccc(C2=CC(c3cccs3)n3nnnc3N2)cc1 (stereo not drawn) | 3 | 4 | -1% | 40 | 5% | 8% | 13% | 15% | -1% |
| 21 | c1ccc(OCCOCCOc2ccccc2)cc1 | -3 | -4 | 0% | -20 | -1% | -8% | 7% | 8% | 7% |
| 22 | COc1cc(C(=O)NC(C)c2ccc3ccccc3c2)cc(Cl)c1O (stereo not drawn) | 0 | 8 | -5% | 22 | -12% | 10% | -15% | -2% | 0% |
| 23 | CC(=O)Nc1ccc(-c2nnc(SCC(=O)c3ccc4c(c3)Cc3ccccc3-4)n2C)cc1 | 7 | -5 | 1% | 2 | -25% | 2% | 5% | -3% | ? |
| 24 | Cc1ccc(C)c(N2CCN(C(=O)CCS(=O)(=O)c3ccc4c(c3)oc(=O)n4C)CC2)c1 | 2&-2 | 16 | 12% | -21 | -13% | ? | 6.5µM*! | -5% | 1% |
| 25 | CC(C(=O)N1CCN(c2ccc(Cl)cc2)CC1)c1ncc(C(F)(F)F)cc1Cl (stereo not drawn) | -13 | 20 | 7% | ? | -13%[9.24 µM] | -23% | 0% | 1% | ? |
| 26 | CCOC(=O)c1ccc(NC(=O)C2CC(=O)N=C(N)S2)cc1 (stereo not drawn) | -3 | 4 | 6% | 6 | -3% | 2% | -27% | 5% | 0% |
| 27 | Cc1ccc(N2C(=O)CC(Nc3cccc4ccccc34)C2=O)cc1 (stereo not drawn) | 19 | 1 | 1% | 14 | 5% | 27% | 0% | -17% | -13% |
| 28 | COc1ccc(NC(=O)NCc2ccco2)c(OC)c1 | -2 | 11 | -1% | 1 | 19% | 12% | 0% | -3% | 24% |
| 29 | CN(CCCNC(=O)CCC(=O)N1CCOc2ccccc21)Cc1ccccc1 | -11 | -2 | -1% | -25 | -6% | -1% | 3% | -1% | -1% |
| 30 | Cc1ccc(NC(=O)COC(=O)C2=COCCO2)c([N+](=O)[O-])c1 | -2 | -17 | 2% | 0 | -6% | -6% | -4% | 2% | -4% |
| 31 | O=C(Cc1ccc(S(=O)(=O)N2CCOCC2)s1)OCc1ccc(Cl)cc1 | 2 | -11 | -5% | 27 | 5% | 15% | 25% | 1% | -2% |
| 32 | Cc1cccc(NC(=O)c2ccc([N+](=O)[O-])s2)n1 | 1 | 5 | -1% | 12 | ? | -15% | -17% | -1% | ? |
| 33 | CC(CN1C(C)CCCC1C)OC(=O)c1ccccc1Cl (stereo not drawn) | -7 | -1 | -8% | 6 | 20% | -7% | 4% | 1% | 8% |
| 34 | COc1ccc(CCN2C(=S)N(c3ccccc3)C(=O)C2CC(=O)O)cc1OC (stereo not drawn) | -9 | -14 | -27% | 10 | 3% | 4% | -10% | -5% | 6% |
| 35 | CCOc1ccc(-c2csc(NC(=O)CSCC(=O)O)n2)c2ccccc12 | 45* | 85 | -1% | -8 | -3% | 2% | 4% | 0% | -1% |
| 36 | COc1cccc(-c2nnc(-c3ccc(C)o3)o2)c1 | 2 | 24 | -13% | -2 | 15% | 16% | ? | -6% | 9% |
| 37 | C=C1C(=O)[C@]23C[C@H]1CC[C@H]2[C@]1(C)[C@@H](OC(C)=O)CC[C@@](C)(C(=O)OC)[C@H]1C[C@@H]3OC(C)=O | -6 | -107* | · | -116* | 3.7µM* | ? | 0% | -31%[inhibitor] | 2.6µM* |
| 38 | CCOc1ccc(NC(=S)NN2CCN(C)CC2)cc1 | 2 | 8 | -4% | 5 | 14% | -1% | 17% | -6% | 19% |
| 39 | O=C(Nc1ccsc1C(=O)NC1CCCCC1)c1ccc(F)cc1 | 4 | 11 | 8% | 24 | ? | 0% | 2% | -4% | ? |
| 40 | CCC1(c2ccccc2)NC(=O)N(CC(=O)Nc2ccccc2C(=O)NC2CCCC2)C1=O (stereo not drawn) | 2 | 11 | -3% | -1 | 8% | 3% | 3% | -9% | 6% |
| 41 | Cc1cccc2cc(CN(CCc3ccccc3)C(=O)N3CCOCC3)c3nnnn3c12 | -4 | 10 | 11% | 3 | 1% | -1% | 0% | -2% | -6% |
| 42 | COc1cccc(NC(=O)C2C3C=CC4(O3)C2C(=O)N(C2CC2)C4C(=O)NC2CCCCC2C)c1 (stereo not drawn) | 0 | -22 | 1% | -12 | 1% | -3% | -7% | -5% | -1% |
| 43 | Cc1c(C(=O)Nc2cccc([N+](=O)[O-])c2)csc1-c1ccccc1 | -4 | -7 | 3% | ? | -12% | -29% | 8.2µM* | 10% | -17% |
| 44 | Cc1ccc(NC(=O)C2CCN(C(=O)c3ccccc3C)CC2)nc1 | 1 | 15 | -9% | 17 | -1% | -3% | ? | -2% | 0% |

Rewritten in transposed form: 8 of the compounds above.
37	C=C1C(=O)[C@]23C[C@H]1CC[C@H]2[C@]1(C)[C@@H](OC(C)=O)CC[C@@](C)(C(=O)OC)[C@H]1C[C@@H]3OC(C)=O
38	CCOc1ccc(NC(=S)NN2CCN(C)CC2)cc1
39	O=C(Nc1ccsc1C(=O)NC1CCCCC1)c1ccc(F)cc1
40	CCC1(c2ccccc2)NC(=O)N(CC(=O)Nc2ccccc2C(=O)NC2CCCC2)C1=O (stereo not drawn)
41	Cc1cccc2cc(CN(CCc3ccccc3)C(=O)N3CCOCC3)c3nnnn3c12
42	COc1cccc(NC(=O)C2C3C=CC4(O3)C2C(=O)N(C2CC2)C4C(=O)NC2CCCCC2C)c1 (stereo not drawn)
43	Cc1c(C(=O)Nc2cccc([N+](=O)[O-])c2)csc1-c1ccccc1
44	Cc1ccc(NC(=O)C2CCN(C(=O)c3ccccc3C)CC2)nc1

compound no. | 37 | 38 | 39 | 40 | 41 | 42 | 43 | 44
DRD3 agonist | -6 | 2 | 4 | 2 | -4 | 0 | -4 | 1
DRD3 antagonist | -107* | 8 | 11 | 11 | 10 | -22 | -7 | 15
SW480 rereplic | · | -4% | 8% | -3% | 11% | 1% | 3% | -9%
IL1B secr inh | -116* | 5 | 24 | -1 | 3 | -12 | ? | 17
HT1080-NT tox | 3.7µM* | 14% | ? | 8% | 1% | 1% | -12% | -1%
KB-3-1 tox | ? | -1% | 0% | 3% | -1% | -3% | -29% | -3%
KB-V1 MDR tox | 0% | 17% | 2% | 3% | 0% | -7% | 8.2µM* | ?
GLP-1R agonist | -31%[inhibitor] | -6% | -4% | -9% | -2% | -5% | 10% | -2%
HT1080 IDH1KD tx | 2.6µM* | 19% | ? | 6% | -6% | -1% | -17% | 0%

Compound activity (PubChem BioAssay)
